Assay outcomes deposited in PubChem by National Center for Advancing Translational Sciences (NCATS).
EPAC2 agonist: EPAC2 (human) agonism | AID 720711 | EPAC2 activation, biochemical qHTS; response scale: 100% = 6.5 mM cAMP response | Potency, µM (highest dose often 154 µM), for inactives: at the top dose activation, hits mostly activators | Q8WZA2 | 360,000 compounds, 0.079% hits; also: nearly all actives have a fitted effect of over 50% in size
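Guanine nucleotide exchange by EPAC2 is measured as reduced fluorescence of BODIPY-GDP once it is released from 250 nM Rap1B. Plates are read kinetically for 30 min at room temperature; results are scaled to 6.5 mM cAMP.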
TDP-43 yeast inh: TDP-43 toxicity inhibition in yeast; TDP-43 expressing yeast growth rescue, BacTiter-Glo, 24 h; Potency, µM (series often up to 46.1 µM), for the others: at the highest dose growth rescue (activation), actives largely listed as activators; 410,000 compounds, 1.8% hits; AID 652104; also: % of control where 0% means no effect; nearly all actives have a fitted effect of over 50% in size
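Readout is BacTiter-Glo luminescence of cell growth, so inhibitors register as activators. TDP-43-expressing yeast at OD600=0.02 in galactose medium, after raffinose pregrowth to mid-log, were incubated with compound for 24 hr at 30 deg C.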
FUS yeast rescue: rescues growth of FUS-expressing yeast; S. cerevisiae FUS-expressing, growth rescue, OD600, 24 h; Potency, µM (doses to about 76.6 µM), for the others: at the highest dose growth rescue (activation), usual class: activators; 390,000 compounds, 0.24% hits; AID 1347120;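 also: plate controls were DMSO vehicle for no effect and reference control for full effect; nearly all actives have a fitted effect of over 55% in size; some results filed as inactive show a strong effect at the top dose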
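Restored growth of FUS-toxic S. cerevisiae, read as 600 nm absorbance after 24 h at 30C in galactose medium (starting OD 0.005). Controls CP55940 and DMSO.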
EPAC1 ag: EPAC1 (human) agonism | O95398 | EPAC1 agonist qHTS, biochemical assay; response scale: 100% = response to 6.5 mM cAMP | AID 720707 | Potency, µM (highest dose often 154 µM), inactives show top-dose activation, usual class: activators | 360,000 compounds, 0.073% hits; also: nearly all actives have a fitted effect of over 60% in size
Target sequence (O95398 whole entry, looked up): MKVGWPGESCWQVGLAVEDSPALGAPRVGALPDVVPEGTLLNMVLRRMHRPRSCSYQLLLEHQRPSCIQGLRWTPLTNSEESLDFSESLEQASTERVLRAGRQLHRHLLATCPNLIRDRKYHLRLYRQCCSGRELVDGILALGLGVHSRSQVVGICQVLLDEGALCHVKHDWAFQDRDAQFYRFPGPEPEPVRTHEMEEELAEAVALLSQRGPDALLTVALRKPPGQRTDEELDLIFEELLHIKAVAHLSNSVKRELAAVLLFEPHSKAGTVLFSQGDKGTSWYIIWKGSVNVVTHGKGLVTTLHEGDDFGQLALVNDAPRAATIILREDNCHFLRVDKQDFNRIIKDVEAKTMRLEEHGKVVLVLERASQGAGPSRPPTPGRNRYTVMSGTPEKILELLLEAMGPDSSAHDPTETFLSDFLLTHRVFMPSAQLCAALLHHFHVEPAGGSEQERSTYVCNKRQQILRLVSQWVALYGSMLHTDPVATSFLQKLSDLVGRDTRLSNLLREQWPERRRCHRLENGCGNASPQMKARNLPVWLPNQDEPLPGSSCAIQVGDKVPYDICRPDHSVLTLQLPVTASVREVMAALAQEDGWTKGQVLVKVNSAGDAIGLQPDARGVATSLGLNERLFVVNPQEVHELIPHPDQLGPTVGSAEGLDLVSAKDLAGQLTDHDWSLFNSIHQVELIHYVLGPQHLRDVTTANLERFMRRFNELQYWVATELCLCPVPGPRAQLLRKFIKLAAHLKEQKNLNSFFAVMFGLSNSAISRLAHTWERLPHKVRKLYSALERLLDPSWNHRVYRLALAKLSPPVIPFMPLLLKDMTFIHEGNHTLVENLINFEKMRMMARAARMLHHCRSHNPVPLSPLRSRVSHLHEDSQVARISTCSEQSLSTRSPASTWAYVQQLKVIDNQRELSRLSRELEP
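EPAC1 100 nM, Rap1B–BODIPY-GDP 250 nM, unlabeled GDP 50 uM; compound titration; 5 min RT; kinetic read ex480/em540 at 5-min intervals ×30 min; data normalized to 6.5 mM cAMP agonist control.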
aSyn rescue: alpha-synuclein toxicity inhibition in yeast. Yeast expressing alpha-synuclein, growth rescue, BacTiter-Glo, 24 h. Potency, µM (titrated, usually from 46.1 µM), without a hit: top-dose growth rescue (activation), actives largely listed as activators. 370,000 compounds, 0.14% hits; also: % of control where 0% means no effect; nearly all actives have a fitted effect of over 65% in size
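Galactose-induced alpha-syn yeast (OD600=0.02, raffinose-pregrown) + pinned cpd, 24 hr, 30 deg C; growth by BacTiter-Glo luminescence. Growth restoration scores as activation.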
PTHR1 ag: agonists of human PTHR1 parathyroid hormone receptor | 410,000 compounds, 0.075% hits | HEK293 GP2 PTHR1 cells, GloSensor cAMP luminescence, 1 h | Potency, µM (titrated, usually from 115 µM), for the others: at the highest dose activation, hits mostly activators | Q03431; also: nearly all actives have a fitted effect of over 55% in size; some results filed as inactive show a strong effect at the top dose; inactives centre near -15; many of its hits are not listed in these tables
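HEK-293-derived GP2 cells expressing PTHR1 and a GloSensor cAMP reporter, 3,000/well, plated overnight, given luciferin plus IBMX (each 0.5 mM as added) for 1 h at 37 °C, then compound for 1 h at 37 °C. Luminescence was read after 15 min at room temperature.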
EPAC1 antag: blocks human EPAC1 exchange factor; 360,000 compounds, 0.14% hits; EPAC1 GEF assay, Rap1b-BODIPY-GDP exchange fluorescence; Potency, µM (doses to about 115 µM), inactives show at the top dose activity change, negative = inhibition, actives largely listed as inhibitors; O95398; AID 720709;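 also: plate controls were vehicle for no effect and positive control for full effect; nearly all actives have a fitted effect of over 50% in size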
EPAC2 antagonist: blocks human EPAC2 exchange factor; Q8WZA2; EPAC2 GEF exchange of Rap1B-BODIPY-GDP, fluorescence; Potency, µM (top dose mostly 114 µM), without a hit: top-dose activity, negative = inhibition, actives largely listed as inhibitors; 360,000 compounds, 0.18% hits; AID 720708; also: % is scaled to controls: 0 for no effect and ±100 for the full control effect; nearly all actives have a fitted effect of over 45% in size; many of its hits are not listed in these tables
* = called active by the depositor; i = inactive; ? = inconclusive; . = no result given; & = joins results of further samples; [ ] = remark or other dose. Calls follow the shape of the dose curve; as a rule, active = well fitted curve in the direction sought with a large enough effect; inconclusive = small, poorly fitted or top-dose-only effect, or another doubt; inactive = no such curve, though single readings can be large; an effect the other way counts as inactive or inconclusive. Potency is read from the fitted curve at half-maximal effect.

SMILES	EPAC2 agonist	TDP-43 yeast inh	FUS yeast rescue	EPAC1 ag	aSyn rescue	PTHR1 ag	EPAC1 antag	EPAC2 antagonist
OC[C@@H]1CN(Cc2ccc(F)cc2)C[C@H](n2cnc3c(N4CCCC4)ncnc32)O1	12%	-7%	-15%	-13%	3%	20%	-2%	16%
O=C(NCCN1CCOCC1)C1CCN(S(=O)(=O)N2CCCC2)CC1	0%	-8%	-7%	-1%	1%	i	-8%	6%
CN1CCN(S(=O)(=O)c2ccc3c(c2)NC(=O)C2CCCN32)CC1 (configuration not stated)	4%	5%	3%	-3%	-7%	i	9%	17%
CCN1CCN(C(=O)c2ccc3c(=O)n(C4CCCC4)c(=S)[nH]c3c2)CC1	4%	17%	16%	1%	-2%	i	-4%	7%
O=C(CCCc1c[nH]c2ccccc12)NCC1COc2ccccc2O1 (configuration not stated)	5%	?	-2%	1%	14%	-44%[inhibitor]	-12%	-25%
Cc1ccc(S(=O)(=O)c2cn(Cc3ccc(F)cc3)c3cc4c(cc3c2=O)OCO4)cc1	2%	21%	.	1%	3%	i	4%	-4%
COc1ccc(Br)cc1CN(C)C(=O)c1cc(Cl)c2c(c1)OCCO2	8%	21%	33%	6%	-1%	-18%	-13%	-12%
CN(C)CCCNc1oc(-c2cccc(Cl)c2)nc1C#N	-6%	0%	-5%	0%	6%	-5%[57.5 µM]	7%	1%
O=C(NCc1ccccn1)c1cn(-c2ccccc2)nc1-c1ccc(Cl)cc1	4%	-9%	.	15%	-1%	i	-15%	-15%
COc1ccc(-c2csc(-n3ncc(-c4cccs4)c3N)n2)cc1	7%	0%	30%	10%	-5%	-10%[57.5 µM]	-1%	-8%
S=C(NCCc1ccccc1)Nc1ccccc1N1CCOCC1	4%	-16%[0.397 µM]	15%	5%	-3%	i	-7%	-16%
COc1cccc2sc(NN)nc12	-1%	3%	13%	21%	-17%	-6%	?	-2%
O=[N+]([O-])c1cc(Cl)ccc1N1CCCCC1	19%	-6%	-15%	0%	0%	i	-24%	-27%
Cn1c([N+](=O)[O-])cnc1N1CCN(c2nncs2)C1=O	-2%	15%	-35%	-10%	-4%	6%	-8%	1%
O=C(COC(=O)c1cc[n+]([O-])cc1)Nc1cccc(F)c1	2%	-8%	14%	-14%	-8%	i	6%	0%
Cc1ccc(N(C)C(=O)CCS(=O)(=O)c2cc3c(cc2Cl)NC(=O)CO3)cc1	2%	-12%&1%	-2%&-6%	-13%	0%&-1%	i	-5%	3%
COc1ccc(/C=C/c2ccccc2)cc1[C@H]1[C@@H]2C=CCC[C@@]2(C)C(=O)N1Cc1ccccc1	3%	4%	27%	6%	4%	-45%[inhibitor]	-4%	6%
Cn1c(=O)c2c(ncn2CC(=O)Nc2ccccc2)n(C)c1=O	-4%	7%	13%	-2%	-11%	i	6%	26%
O=C(O)C1C2CCC(C2)C1C(=O)Nc1ccccc1 (configuration not stated)	-10%	-14%	-2%	-5%	6%	-12%	1%	4%
O=C1CC(NNc2ccccc2)C(=O)N1c1ccc(N2CCCCC2)cc1 (configuration not stated)	3%	6%	35%	-11%	0%	-77%[inhibitor]	?	5%

One compound at a time, as listed above:
Cc1ccc(N(C)C(=O)CCS(=O)(=O)c2cc3c(cc2Cl)NC(=O)CO3)cc1 in the list: EPAC2 agonist: 2%; TDP-43 yeast inh: -12%&1%; FUS yeast rescue: -2%&-6%; EPAC1 ag: -13%; aSyn rescue: 0%&-1%; PTHR1 ag: i; EPAC1 antag: -5%; EPAC2 antagonist: 3%
Cn1c(=O)c2c(ncn2CC(=O)Nc2ccccc2)n(C)c1=O in the list: EPAC2 agonist: -4%; TDP-43 yeast inh: 7%; FUS yeast rescue: 13%; EPAC1 ag: -2%; aSyn rescue: -11%; PTHR1 ag: i; EPAC1 antag: 6%; EPAC2 antagonist: 26%

(next part)
SMILES	EPAC2 agonist	TDP-43 yeast inh	FUS yeast rescue	EPAC1 ag	aSyn rescue	PTHR1 ag	EPAC1 antag	EPAC2 antagonist
CC(=O)OCC1OC(OCc2cn(C[C@H]3CC[C@@H]([C@@H]4CC[C@H](Cn5cc(COC6OC(COC(C)=O)C(OC(C)=O)C(OC(C)=O)C6OC(C)=O)nn5)O4)O3)nn2)C(OC(C)=O)C(OC(C)=O)C1OC(C)=O (some centres not stated)	3%	5%	22%	-8%	7%	-5%	6%	3%
O=C(CN1C(=O)NC2(CCCC2)C1=O)Nc1ccccc1N1CCCCC1	-8%	-4%	8%	2%	-1%	i	-19%	-4%
Cc1[nH]nc(SCC(=O)N2CCCC2)c1[N+](=O)[O-]	18%	-1%	-13%	-5%	-7%	i	-11%	11%
O=C(CCc1ccccc1)NCc1ccccn1	2%	-14%	21%	-1%	0%	i	5%	6%
CC(=O)c1ccc(NC(=O)C2C3CCC(C3)C2C(=O)O)cc1 (configuration not stated)	0%	5%	-2%	-8%	0%	i	-7%	11%
CCOc1ccccc1C(=O)Nc1nnc(Cc2ccc(OC)c(OC)c2)s1	3%	-4%	-2%	-2%	-5%	-3%	14%	2%
COc1ccc2c(Cl)c(-c3nnc(SCC(=O)c4ccccc4)n3C)sc2c1	-3%	7%	20%	3%	4%	-3%[57.5 µM]	3%	0%
CCOC(=O)N1CCN(S(=O)(=O)c2ccc(OC)c3ccccc23)CC1	9%	13µM*	24%	0%	0%	-12%[57.5 µM]	-6%	-1%
N#Cc1ccc(C(=O)Nc2ccc3ccccc3c2)cc1	4%	14%	-17%	5%	-4%	-27%	6%	1%
COc1cccc(NC(=O)CCNC(=O)C2CCN(S(=O)(=O)c3ccc(F)cc3)CC2)c1	-7%	-17%	20%	-4%	-3%	-51%[inhibitor]	5%	1%
Nc1c(C(=O)N/N=C/c2cccnc2)oc2nc(-c3ccco3)cc(-c3ccco3)c12	11%	-8%	?	10%	-2%	i	-10%	-5%
CCOC(=O)C1=NOC(Cn2cc(C(C)=O)c(=O)[nH]c2=O)C1 (configuration not stated)	5%	-29%	17%	-2%	-2%	?	26%	20%
COc1ccc(/C=C/C(=O)NC(=S)Nc2ccccc2C(=O)NC2CCCCC2)cc1	7%	14%	8%	9%	11%	-27%[57.5 µM]	-8%	0%
Cc1cc(C)n2nc(C(=O)N/N=C/c3ccc(Cl)cc3)nc2n1	-3%	0%	-5%	8%	3%	-1%	-4%	-8%
Cc1cc(C)c(C)c(S(=O)(=O)N2CCN(Cc3nc4ccccc4[nH]3)CC2)c1C	-2%	-17%	19%	3%	5%	-28%	-2%	0%
CCNCc1nc2cc(OC)c(OC)cc2c(=O)[nH]1	10%	1%	15%	6%	-1%	-5%[57.5 µM]	-14%	-4%
O=C(Oc1ccc(Cl)c2cccnc12)c1cccc([N+](=O)[O-])c1	1%	9%	.	2%	2%	i	6%	16%
Cc1noc(C(=O)NC2CCCCC2)c1Cl	9%	-28%	1%	-1%	-3%	-6%	15%	9%
Cc1cc(C)n2nc(CC(=O)NCc3ccccc3Cl)nc2n1	4%	7%	-4%	-1%	-3%	-20%	23%	12%
COc1cc(NC(=O)CSc2nc3cc(C)ccc3cc2C)c(C(=O)O)cc1OC	-2%	5%	5%	8%	16%	-20%	7%	-6%
CCn1cc([N+](=O)[O-])c(C(=O)N2N=C(c3ccc(Cl)c(Cl)c3)CC2c2ccccc2O)n1 (configuration not stated)	5%	1%	37%	6%	3%	-19%	1%	3%
Cc1cc(NC(=O)CS(=O)(=O)c2cn(Cc3cccc(C(F)(F)F)c3)c3ccccc23)no1	-18%	0%	-3%	-16%	-4%	-87%[inhibitor]	0%	-26%
Nc1ncnc2c1ncn2[C@@H]1O[C@H](CN2CCCS2(=O)=O)[C@@H](O)[C@H]1O	8%	4%	-23%	0%	3%	-18%	?	0%
CCOc1cc(N2CCOCC2)c(OCC)cc1NC(=O)CN1CCSC1=O	12%	-11%	-21%	4%	-6%	-17%	5%	14%
CCc1nc2ccc(C(=O)NCCCN(C)C)cn2c1N(C)CCCc1ccccc1	9%	9%	-21%	-2%	1%	-5%	14%	-1%
NC1=NCC(O)=C1c1nc2ccccc2[nH]1	-4%	11%	-4%	6%	0%	-67%[inhibitor]	-3%	-1%
COc1ccc(CCNCC(=O)Nc2ccc(OC(F)F)cc2)cc1	0%	-11%	-6%	-9%	-8%	-6%	6%	16%
Cn1c(COc2ccc(Cl)cc2)nnc1SCC(=O)Nc1ccc2c(c1)CCC2	2%	0%	.	4%	1%	-10%	7%	6%
O=C(O)CCC1(C(=O)O)CCC(=O)c2ccccc21 (configuration not stated)	4%	12%	-4%	5%	0%	i	-4%	6%
CCCN1CCN(S(=O)(=O)c2ccc3c(c2)CC(C)N3C(=O)C2CC2)CC1 (configuration not stated)	-1%	-6%	-22%	-18%	-3%	-18%	-9%	-7%
CCC(=O)Nc1ccc(Cl)c(NC(=S)NC(=O)COc2ccccc2)c1	9%	?	1%	-7%	2%	-7%	-12%	6%
CN(C)/C=C/c1onc(-c2ccccc2Cl)c1C#N	16%	?	5%	5%	8%	-21%	0%	-18%
CCC(C)[C@H](NC(=O)NCc1ccccc1Cl)C(=O)OC (some centres not stated)	5%	-9%	8%	4%	2%	-21%	1%	-4%
Cc1cccc(NC(=O)[C@@H]2CCCN2S(=O)(=O)c2ccc(Cl)cc2)c1	8%	?	13%	4%	-2%	-14%	-4%	-9%
COC(=O)c1ccc(CNC(=O)c2nc(Cn3nc(C)c(Br)c3C)no2)cc1	.	6%	15%	.	?	-29%	.	.
CC(C)(CO)N=Cc1c(O)[nH]c2ccccc12	6%	-10%	32%	-8%	-10%	-20%	25%	7%
CCCNC(=O)c1ccc(N2CCC3(CC2)CC(c2ccc(Cl)cc2)=NO3)c([N+](=O)[O-])c1	6%	13%	14%	-20%	-24%	i	-5%	7%
COC(=O)c1c(C)[nH]c(C(=O)OCC(=O)N(CC(C)C)c2c(N)n(Cc3ccccc3)c(=O)[nH]c2=O)c1C	-14%	-8%	?	0%	-5%	i	6%	-8%
C#CCN(C[C@@H]1[C@@H](OC(=O)Nc2c(C)noc2C)[C@@H](OC(=O)Nc2c(C)noc2C)Cn2c(=O)n(CCCCCC)c(=O)n21)S(=O)(=O)c1ccc(C)cc1	0%	2%	?	3%	-1%	i	-20%	-13%
COc1cccc(NC(=O)N2CCOCC2)c1	5%	9%	-42%	3%	6%	i	-19%	-4%

Not all compounds are listed; rates above refer to the full screens.
